ROMK primary: modulators of human ROMK potassium channel; Tet-inducible ROMK, thallium flux fluorescence; actives lie on both sides; hit rate 2% among 130,000; B-score at 10 µM; P48048;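 active means signal ratio slope over the read window, or its plate-corrected B-score, at least 3 SD from the plate mean, either direction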;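 further: B-score of the F/F0 ratio slope over 7 to 12 s after thallium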
S1P3 antag: S1P3 (human) receptor antagonism; CHO S1P3 NFAT-BLA reporter, FRET fluorescence, antagonist mode; AID 485; hit rate 0.27% among 170,000; inhibition, % at 4.98 µM;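 active means inhibition above the plate cutoff, the mean inhibition of test wells on that plate plus 3 SD, cut at about 28% in these data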;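 further: cells challenged with S1P at its EC80 of 0.8 µM; blue over green emission ratio from cleaved BLA substrate after 4 h stimulation; 0% = S1P-stimulated wells and 100% = unstimulated DMSO-only wells; some compounds past the cut are filed as inactive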
Target sequence (Q99500 whole entry, looked up): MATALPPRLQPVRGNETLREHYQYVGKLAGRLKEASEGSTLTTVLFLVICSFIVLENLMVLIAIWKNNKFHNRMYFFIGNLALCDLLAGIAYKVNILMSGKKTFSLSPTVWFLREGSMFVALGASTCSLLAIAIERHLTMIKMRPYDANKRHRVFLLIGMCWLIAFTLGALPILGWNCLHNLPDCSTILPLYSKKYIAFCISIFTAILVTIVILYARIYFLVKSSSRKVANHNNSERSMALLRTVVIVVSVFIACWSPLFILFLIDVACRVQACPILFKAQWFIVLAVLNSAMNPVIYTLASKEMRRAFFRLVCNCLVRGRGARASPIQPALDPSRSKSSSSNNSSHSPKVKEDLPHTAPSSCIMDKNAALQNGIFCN
PPARg SRC-2 ag: promotes SRC-2 coactivator recruitment by human PPARgamma; P37231; PPARgamma LBD-SRC-2 recruitment, biochemical; activation, % at 8 µM; hit rate 0.34% among 200,000; AID 1032; in the data active means activation above about 22%;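 further: 0% = vehicle and 100% = reference agonist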
Target sequence (P37231 whole entry, looked up, the tested form may be a part): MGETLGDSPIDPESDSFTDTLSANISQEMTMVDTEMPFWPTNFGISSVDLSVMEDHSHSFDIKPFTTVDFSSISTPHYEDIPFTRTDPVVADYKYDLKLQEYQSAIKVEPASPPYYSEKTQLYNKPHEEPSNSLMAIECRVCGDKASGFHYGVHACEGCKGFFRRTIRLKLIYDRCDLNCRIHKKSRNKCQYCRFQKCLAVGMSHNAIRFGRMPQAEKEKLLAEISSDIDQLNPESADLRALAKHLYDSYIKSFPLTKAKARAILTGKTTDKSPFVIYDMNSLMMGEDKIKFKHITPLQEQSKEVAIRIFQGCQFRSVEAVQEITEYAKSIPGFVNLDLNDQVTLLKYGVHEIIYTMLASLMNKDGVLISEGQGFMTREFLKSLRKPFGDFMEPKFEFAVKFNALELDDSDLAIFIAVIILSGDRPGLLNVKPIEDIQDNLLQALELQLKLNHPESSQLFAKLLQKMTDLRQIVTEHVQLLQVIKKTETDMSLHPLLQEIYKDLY
TLR4-MyD88 BLA: TLR4-MyD88 interaction inhibition in cells; O00206+Q99836; HeLa CL3-4 TLR4/MyD88 BLA complementation, FRET ratio; inhibition, % at 8.4 µM; hit rate 0.18% among 200,000; in the data active means inhibition above about 25%;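 further: 0% = vehicle and 100% = reference inhibitor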
PPARg SRC-3 ag: promotes SRC-3 coactivator recruitment by human PPARgamma; activation, % at 8 µM; AID 731; hit rate 0.26% among 200,000; biochemical PPARgamma/SRC-3 coactivator recruitment assay; in the data active means activation above about 23%;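 further: 0% = DMSO and 100% = reference agonist; some compounds past the cut are filed as inactive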
SRC2 TRFRET art: flags TR-FRET format artefacts in PPARgamma SRC-2 recruitment agonist screen | TR-FRET artefact counter-screen; hits give high values | TR-FRET ratio at 8 µM | hit rate 0.4% among 200,000; in the data active means TR-FRET ratio above about 2000; further: inactives centre near 1500
RAM inhibit: yeast RAM network inhibition; hit rate 1.8% among 190,000; AID 868; inhibition, % at 50 µM; S. cerevisiae dse1pr::URA3 reporter, 5-FOA growth OD615, 2 d; analog-sensitive cbk1-as2 kinase mutant strain;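 active means inhibition above a set limit, 3 SD over mean compound inhibition, cut at about 8.4% in these data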;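 further: 0% = DMSO-only wells with no growth and 100% = 10 µM 1-NA-PP1 full growth; inhibition rescues growth on 5-FOA so higher OD means more RAM inhibition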
STAT3 blocker: STAT3 signaling inhibition; U3A cells, IL-6 STAT3-luciferase reporter, luminescence; host cell line lacks STAT1; inhibition, % at 5.5 µM; hit rate 0.89% among 190,000;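 active means inhibition above the mean inhibition across all screened compounds plus 3 SD, cut at about 44% in these data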;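 further: 0% = DMSO only wells and 100% = 100 µM nifuroxazide control wells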
PPARg SRC1 recr: promotes SRC-1 coactivator recruitment by human PPARgamma; P37231; PPARgamma-SRC-1 coactivator recruitment biochemical assay; activation, % at 8 µM; hit rate 0.41% among 200,000; AID 631; in the data active means activation above about 19%;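 further: 0% = DMSO and 100% = reference agonist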
STAT3 activator: activators of IL-6 induced STAT3 signaling | U3A cells, IL-6 STAT3-luciferase reporter, luminescence; 100% = signal with IL-6 EC80 alone | activation (% of control), % at 5.6 µM | hit rate 0.91% among 190,000 | AID 871;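 active means activation above the screen-wide mean of compound activation plus 3 SD, cut at about 130% in these data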;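 further: 0% = background luminescence of wells with medium and substrate only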
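Material: STAT3-luciferase reporter U3A cells; Probe or stimulus: IL-6 (33 ng/mL); Incubation: compound pre-incubation 1 h before IL-6, then 6 h stimulation at 37 °C; Technique: luminescence from STAT3-driven luciferase reporter; Evaluation: % activation versus median of IL-6-stimulated wells; Controls: IL-6-only high control.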
STAT1 inh: STAT1 signaling inhibition; NIH 3T3 STAT1-luciferase reporter, IFN-gamma, luminescence; hit rate 0.35% among 200,000; inhibition, % at 5.5 µM;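 active means inhibition above a set limit, the mean inhibition across all tested compounds plus 3 SD, cut at about 34% in these data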;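 further: 0% = IFN-gamma with DMSO and 100% = IFN-gamma with 300 µM nifuroxazide; values of inactives mirror those of a sister screen read the other way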
The depositor's hits bear a star. Rows were taken by chance; about 5.6% have a hit in one of these screens.

CCOc1ccc(N(C(=O)c2cc3ccccc3oc2=O)C2C=CS(=O)(=O)C2)cc1 (configuration not stated) was read as ROMK primary 0.78, S1P3 antag -5, PPARg SRC-2 ag 12, TLR4-MyD88 BLA -4, PPARg SRC-3 ag 4, SRC2 TRFRET art 1686, RAM inhibit 0.8, STAT3 blocker 16, PPARg SRC1 recr -4, STAT3 activator 93 and STAT1 inh 24.
Screening O=[N+]([O-])c1ccc(-c2csc(Nc3ccccc3)[n+]2Cc2ccccc2)cc1 returned ROMK primary -0.17, S1P3 antag 14, PPARg SRC-2 ag 3, TLR4-MyD88 BLA -34, PPARg SRC-3 ag 1, SRC2 TRFRET art 1582, RAM inhibit 5.8, STAT3 blocker -13, PPARg SRC1 recr 1, STAT3 activator 111 and STAT1 inh -9.
CCC(C)(C(=O)NC1CCCCC1)N(C(=O)C1CCC(=O)N1)c1ccccc1 (configuration not stated) was read as ROMK primary -0.3, PPARg SRC-2 ag 8, TLR4-MyD88 BLA 7, PPARg SRC-3 ag 3, SRC2 TRFRET art 1367, RAM inhibit -1.0, STAT3 blocker -9, PPARg SRC1 recr -2, STAT3 activator 105 and STAT1 inh -4.
COc1cc(Cl)c(C)cc1NC(=O)COc1cc(C)nc(C(C)C)n1 was read as S1P3 antag -8, PPARg SRC-2 ag 4, TLR4-MyD88 BLA 2, PPARg SRC-3 ag 0, SRC2 TRFRET art 1601, RAM inhibit -0.2, STAT3 blocker 10, PPARg SRC1 recr 16, STAT3 activator 96 and STAT1 inh -8.
For N#CCSc1nc2ccccc2c(=O)n1CCC(=O)NCCc1ccccc1 the results were PPARg SRC-2 ag 2, TLR4-MyD88 BLA 0, PPARg SRC-3 ag -2, SRC2 TRFRET art 1265, RAM inhibit 3.9, STAT3 blocker 2, PPARg SRC1 recr -1, STAT3 activator 99 and STAT1 inh 0.
For O=C(Cc1c(F)cccc1Cl)N1CCN(C(=O)c2ccco2)CC1 the results were S1P3 antag -17, PPARg SRC-2 ag 1, TLR4-MyD88 BLA -9, PPARg SRC-3 ag -3, SRC2 TRFRET art 1560, RAM inhibit 0.3, STAT3 blocker 2, PPARg SRC1 recr 2, STAT3 activator 101 and STAT1 inh 0.
For Cn1c(Cn2c(=O)sc3ccccc32)nnc1SCC(=O)NCc1ccc(F)cc1 the results were S1P3 antag -14, PPARg SRC-2 ag 4, TLR4-MyD88 BLA 1, PPARg SRC-3 ag 3, SRC2 TRFRET art 1668, RAM inhibit 2.2, STAT3 blocker -6, PPARg SRC1 recr 7, STAT3 activator 105 and STAT1 inh 6.
For C=CCc1ccccc1OCCCCN1CCCC1 the results were S1P3 antag -30, PPARg SRC-2 ag 8, TLR4-MyD88 BLA 6, PPARg SRC-3 ag -2, SRC2 TRFRET art 1721, RAM inhibit -0.8, STAT3 blocker 3, PPARg SRC1 recr 5, STAT3 activator 103 and STAT1 inh 0.
O=C(NCCc1ccccc1)c1cnn2c(C(F)F)cc(C3CC3)nc12 was read as S1P3 antag 11, PPARg SRC-2 ag 4, TLR4-MyD88 BLA 4, PPARg SRC-3 ag -4, SRC2 TRFRET art 1500, RAM inhibit 2.0, STAT3 blocker 9, PPARg SRC1 recr -3, STAT3 activator 94 and STAT1 inh 1.
CCOc1ccc(N(CC(=O)NC2CCCC2)S(=O)(=O)c2c(C)noc2C)cc1 was read as S1P3 antag -5, PPARg SRC-2 ag 11, TLR4-MyD88 BLA 0, PPARg SRC-3 ag 7, SRC2 TRFRET art 1725, RAM inhibit 2.5, STAT3 blocker 1, PPARg SRC1 recr 6, STAT3 activator 107 and STAT1 inh 4.
For Cc1nc2ccccn2c1C(=O)OCC#N the results were ROMK primary 0.43, S1P3 antag -8, PPARg SRC-2 ag -5, TLR4-MyD88 BLA 1, PPARg SRC-3 ag 0, SRC2 TRFRET art 1320, RAM inhibit 0.4, STAT3 blocker 15, PPARg SRC1 recr -7, STAT3 activator 93 and STAT1 inh -7.
`COc1ccccc1C(=O)/C=C/c1ccc(N2CCCCC2)c([N+](=O)[O-])c1` gave S1P3 antag 5, PPARg SRC-2 ag 13, TLR4-MyD88 BLA 3, PPARg SRC-3 ag 5, SRC2 TRFRET art 1748, RAM inhibit 9.7*, STAT3 blocker 2, PPARg SRC1 recr 10, STAT3 activator 101 and STAT1 inh -18.

Taken from the entries so far, three compounds:
CCOc1ccc(N(C(=O)c2cc3ccccc3oc2=O)C2C=CS(=O)(=O)C2)cc1 (configuration not stated) was read as ROMK primary 0.78, S1P3 antag -5, PPARg SRC-2 ag 12, TLR4-MyD88 BLA -4, PPARg SRC-3 ag 4, SRC2 TRFRET art 1686, RAM inhibit 0.8, STAT3 blocker 16, PPARg SRC1 recr -4, STAT3 activator 93 and STAT1 inh 24.
Screening O=[N+]([O-])c1ccc(-c2csc(Nc3ccccc3)[n+]2Cc2ccccc2)cc1 returned ROMK primary -0.17, S1P3 antag 14, PPARg SRC-2 ag 3, TLR4-MyD88 BLA -34, PPARg SRC-3 ag 1, SRC2 TRFRET art 1582, RAM inhibit 5.8, STAT3 blocker -13, PPARg SRC1 recr 1, STAT3 activator 111 and STAT1 inh -9.
CCC(C)(C(=O)NC1CCCCC1)N(C(=O)C1CCC(=O)N1)c1ccccc1 (configuration not stated) was read as ROMK primary -0.3, PPARg SRC-2 ag 8, TLR4-MyD88 BLA 7, PPARg SRC-3 ag 3, SRC2 TRFRET art 1367, RAM inhibit -1.0, STAT3 blocker -9, PPARg SRC1 recr -2, STAT3 activator 105 and STAT1 inh -4.

Later entries.
`Cc1ncc(C[n+]2csc(CCOC(=O)CC34CC5CC(CC(C5)C3)C4)c2C)c(N)n1` gave ROMK primary 0.0019, S1P3 antag -17, PPARg SRC-2 ag 1, TLR4-MyD88 BLA -12, PPARg SRC-3 ag 3, SRC2 TRFRET art 1554, RAM inhibit 0.1, STAT3 blocker -2, PPARg SRC1 recr 1, STAT3 activator 100 and STAT1 inh 6.
For COc1ccccc1CNC(=O)CSc1ccc(-c2cccs2)nn1 the results were ROMK primary -0.074, S1P3 antag -10, PPARg SRC-2 ag 2, TLR4-MyD88 BLA -4, PPARg SRC-3 ag 3, SRC2 TRFRET art 1716, RAM inhibit 1.9, STAT3 blocker 13, PPARg SRC1 recr 13, STAT3 activator 96 and STAT1 inh 10.
For O=C1C(=O)N(O)C2CCCCC2N1O (configuration not stated) the results were S1P3 antag -9, PPARg SRC-2 ag -5, TLR4-MyD88 BLA -10, PPARg SRC-3 ag -2, SRC2 TRFRET art 1484, RAM inhibit 1.6, STAT3 blocker -6, PPARg SRC1 recr 0, STAT3 activator 101 and STAT1 inh -3.
For COC(=O)c1cc(Cl)c(NC(=O)C(C)C)cc1OC the results were ROMK primary 0.59, S1P3 antag -8, PPARg SRC-2 ag 2, TLR4-MyD88 BLA -5, PPARg SRC-3 ag 3, SRC2 TRFRET art 1476, RAM inhibit 1.3, STAT3 blocker 11, PPARg SRC1 recr 7, STAT3 activator 99 and STAT1 inh -2.
Screening C/C=C/c1ccc(OCC(O)CN2CCCCC2CC)c(OC)c1 (configuration not stated) returned ROMK primary -1.2, S1P3 antag -4, PPARg SRC-2 ag 7, TLR4-MyD88 BLA 2, PPARg SRC-3 ag -4, SRC2 TRFRET art 1652, RAM inhibit 2.8, STAT3 blocker 7, PPARg SRC1 recr 1, STAT3 activator 99 and STAT1 inh -3.
Screening Cc1ccc(C(C)C)c(OCc2ccc(-c3nnco3)cc2)c1 returned ROMK primary 1.4, S1P3 antag 6, PPARg SRC-2 ag -4, TLR4-MyD88 BLA 2, PPARg SRC-3 ag -5, SRC2 TRFRET art 1651, RAM inhibit 2.8, STAT3 blocker 4, PPARg SRC1 recr 0, STAT3 activator 101 and STAT1 inh 0.
COc1ccccc1NC(=S)N1CC(C)OC(C)C1 (configuration not stated) was read as ROMK primary 2.1, S1P3 antag -16, PPARg SRC-2 ag 2, TLR4-MyD88 BLA 7, PPARg SRC-3 ag 0, SRC2 TRFRET art 1421, RAM inhibit 0.6, STAT3 blocker -8, PPARg SRC1 recr 11, STAT3 activator 111 and STAT1 inh -7.
`C=C(C)[C@@H]1CCC2(C(=O)O)CC[C@]3(C)[C@H](CC[C@@H]4[C@@]5(C)CCC(=O)C(C)(C)[C@@H]5CC[C@]43C)[C@@H]12` (some centres not stated) gave ROMK primary 2.8, S1P3 antag 3, PPARg SRC-2 ag 3, TLR4-MyD88 BLA -3, PPARg SRC-3 ag 2, SRC2 TRFRET art 1541, RAM inhibit 3.1, STAT3 blocker -7, PPARg SRC1 recr 7, STAT3 activator 103 and STAT1 inh -1.
Screening CCOC(=O)c1ccc(NC(=O)CSc2nnc(CCc3ccc(C)o3)n2-c2ccccc2)cc1 returned PPARg SRC-2 ag -4, TLR4-MyD88 BLA 0, PPARg SRC-3 ag -3, SRC2 TRFRET art 1239, RAM inhibit 2.8, STAT3 blocker 3, PPARg SRC1 recr -8, STAT3 activator 98 and STAT1 inh 8.
C=CCn1c(N)c(C(=O)OC(C)(C)C)c2nc3ccccc3nc21 was read as ROMK primary 0.14, PPARg SRC-2 ag -1, TLR4-MyD88 BLA 3, PPARg SRC-3 ag 0, SRC2 TRFRET art 1545, RAM inhibit 4.0, STAT3 blocker 1, PPARg SRC1 recr -3, STAT3 activator 99 and STAT1 inh -2.
`Cc1ccc(C)n1-n1cnc2sc3c(c2c1=O)CCCCC3` gave ROMK primary 0.51, PPARg SRC-2 ag 10, TLR4-MyD88 BLA 3, PPARg SRC-3 ag 16, SRC2 TRFRET art 1605, RAM inhibit 0.8, STAT3 blocker 12, PPARg SRC1 recr 6, STAT3 activator 93 and STAT1 inh -1.
Cc1ccccc1Nc1nnc(SCC(=O)NC2CCCc3ccccc32)s1 (configuration not stated) was read as S1P3 antag -16, PPARg SRC-2 ag 2, TLR4-MyD88 BLA -3, PPARg SRC-3 ag 0, SRC2 TRFRET art 1320, RAM inhibit 0.8, STAT3 blocker -13, PPARg SRC1 recr -4, STAT3 activator 107 and STAT1 inh -48.
For O=C(CNCCO)Nc1ccc(F)c(Cl)c1 the results were ROMK primary 0.44, S1P3 antag -2, PPARg SRC-2 ag 0, TLR4-MyD88 BLA 17, PPARg SRC-3 ag 1, SRC2 TRFRET art 1652, RAM inhibit 1.5, STAT3 blocker -5, PPARg SRC1 recr -4, STAT3 activator 110 and STAT1 inh -4.
CCOC(=O)C(C)CC(C)C(=O)N1CCOCCN(C(=O)C(C)CC(C)C(=O)OCC)CCOCC1 (configuration not stated) was read as PPARg SRC-2 ag -4, TLR4-MyD88 BLA 4, PPARg SRC-3 ag 7, SRC2 TRFRET art 1481, RAM inhibit 1.1, STAT3 blocker -4, PPARg SRC1 recr 3, STAT3 activator 106 and STAT1 inh -5.

Screening results: PubChem, several laboratories
